Bioassay records (PubChem)
HEK cytotox: cytotoxic compounds in HEK 293 cells. HEK 293 viability, ATP luminescence (CellTiter-Glo), 48-72 h. Potency, µM (series often up to 115 µM), without a hit: at the highest dose activity change, negative = cytotoxicity, most hits filed as inhibitors. 94,000 compounds, 6.6% hits; further: potency means the concentration at half of the fitted maximal effect; nearly all actives have a fitted effect of over 60% in size
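HEK 293 seeded at 250 cells/well receive compound via pintool. After 48 or 72 hr at 37 degree Celsius, 5% CO2 and 95% humidity, CellTiter-Glo is dispensed and luminescence read following 10 min at room temperature.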
SNCA expr inhib: reduces expression of the alpha-synuclein gene; HEK-293 SNCA-luciferase knock-in, luminescence, 24 h; Potency, µM (highest dose often 57.2 µM), without a hit: top-dose activity change, negative = inhibition, hits mostly inhibitors; 140,000 compounds, 0.17% hits; AID 1671194;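 further: potency means the concentration at half of the fitted maximal effect; plate controls were DMSO cells for no effect and cell-free wells for full effect; nearly all actives have a fitted effect of over 45% in size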
GPT2 inh: inhibitors of human GPT2 alanine aminotransferase | Q8TD30 | Recombinant GPT2, coupled pyruvate oxidase/HRP Amplex Red fluorescence | Potency, µM (titrated, usually from 57.7 µM), inactives show top-dose activity change, negative = inhibition, actives largely listed as inhibitors | 100,000 compounds, 0.25% hits; further: potency means the concentration at half of the fitted maximal effect; nearly all actives have a fitted effect of over 60% in size; many of its hits are not listed in these tables
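Recombinant GPT2 (10ng/uL) with 250uM a-KG and 2mM L-alanine, 30 min at room temperature, in HEPES pH 7.5 buffer. Pyruvate detected by pyruvate oxidase/HRP/Amplex Red fluorescence after 30 min in the dark; AOA (50uM) as positive control.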
FLuc inh: Photinus pyralis luciferase inhibition. purified P. pyralis luciferase, luminescence, biochemical. Potency, µM (doses to about 115 µM), without a hit: top-dose activity change, negative = inhibition, actives largely listed as inhibitors. 76,000 compounds, 2.5% hits. AID 1347043; further: potency means the concentration at half of the fitted maximal effect; nearly all actives have a fitted effect of over 65% in size
Target sequence (P08659 whole entry, looked up): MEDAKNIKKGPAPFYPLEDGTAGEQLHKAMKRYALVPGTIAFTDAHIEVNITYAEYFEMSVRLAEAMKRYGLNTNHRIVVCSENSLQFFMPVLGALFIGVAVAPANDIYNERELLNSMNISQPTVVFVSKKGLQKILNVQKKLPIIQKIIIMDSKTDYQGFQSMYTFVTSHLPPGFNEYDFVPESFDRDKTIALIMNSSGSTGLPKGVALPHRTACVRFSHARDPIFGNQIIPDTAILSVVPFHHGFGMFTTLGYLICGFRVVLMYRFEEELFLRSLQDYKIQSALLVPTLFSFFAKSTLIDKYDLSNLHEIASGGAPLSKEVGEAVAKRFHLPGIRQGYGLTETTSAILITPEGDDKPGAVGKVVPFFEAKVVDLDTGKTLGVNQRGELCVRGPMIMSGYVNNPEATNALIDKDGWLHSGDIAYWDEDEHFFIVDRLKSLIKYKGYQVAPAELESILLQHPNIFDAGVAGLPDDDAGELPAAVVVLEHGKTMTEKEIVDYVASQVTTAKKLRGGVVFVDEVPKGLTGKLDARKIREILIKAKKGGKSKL
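Purified P. pyralis luciferase (10nM final) in 50mM Tris acetate pH 7.5, 10mM Mg acetate, 0.01% Tween-20, 0.05% BSA with 10uM D-luciferin and 10uM ATP. Compounds titrated qHTS. Luminescence imaged on CCD.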
3T3 cytotox: kills NIH 3T3 cells | NIH 3T3 viability, CellTiter-Glo ATP luminescence, 48-72 h | Potency, µM (top dose mostly 96.7 µM), inactives show at the highest dose activity change, negative = cytotoxicity, usual class: inhibitors | 94,000 compounds, 4.3% hits | AID 1345082; further: potency means the concentration at half of the fitted maximal effect; nearly all actives have a fitted effect of over 55% in size
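First NIH 3T3 cells are plated at 400 cells/well; next compound is pinned in; then plates incubate 48 or 72 hr at 37 °C; finally CellTiter-Glo is added and luminescence read after 10 min.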
IP6K1 inhibitor: inhibitors of human IP6K1 | Q92551 | IP6K1 kinase, ADP-Glo luminescence, 2 h; active compounds read low | activity change, % (series mostly up to about 58 µM) | 140,000 compounds, 0.81% hits | AID 1645851; in the data active means activity change below about -25%
Target sequence (Q92551 whole entry, looked up): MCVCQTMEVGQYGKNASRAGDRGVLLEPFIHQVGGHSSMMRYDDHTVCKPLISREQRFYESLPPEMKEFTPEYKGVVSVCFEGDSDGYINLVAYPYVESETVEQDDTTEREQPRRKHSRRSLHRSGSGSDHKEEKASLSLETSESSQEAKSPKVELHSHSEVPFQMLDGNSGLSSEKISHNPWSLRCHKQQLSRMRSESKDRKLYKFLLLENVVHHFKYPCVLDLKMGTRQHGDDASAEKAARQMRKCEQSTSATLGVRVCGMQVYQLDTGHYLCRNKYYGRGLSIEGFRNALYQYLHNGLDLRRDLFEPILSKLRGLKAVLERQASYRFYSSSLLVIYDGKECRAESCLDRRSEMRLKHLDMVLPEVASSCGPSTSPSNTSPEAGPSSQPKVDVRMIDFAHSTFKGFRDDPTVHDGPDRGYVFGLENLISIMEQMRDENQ
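ADP-Glo luminescence measures ADP made by human IP6K1 during a 2 h RT reaction with ATP/IP6 (mix at 1.3 mM/130 uM); top library doses 57.5 and 19.1 uM final.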
SNCA viab count: counter-screen for SNCA expression inhibitors: cell viability. HEK-293-SNCA-luc viability, GF-AFC fluorescence, 24 h. AID 1671193. Potency, µM (titrated, usually from 57.1 µM), for the others: at the highest dose activity change, negative = cytotoxicity, most hits filed as cytotoxic. 150,000 compounds, 0.12% hits;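 further: potency means the concentration at half of the fitted maximal effect; 0% = DMSO-treated cells and -100% = medium-only wells without cells; nearly all actives have a fitted effect of over 30% in size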
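Cytotoxicity counterscreen: after 24 h compound treatment of genome-edited SNCA-luciferase HEK-293 cells, live-cell protease substrate GF-AFC read by fluorescence after 30 min; activity scaled between DMSO (0%) and medium-only (-100%), curves Hill-fitted.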
Active calls of the source: *; i = inactive; ? = inconclusive; nt = not tested or not shown; [ ] = another dose, or the depositor's remark. Unless noted, the call rests on the fitted dose curve; in most records, active means well fitted curve in the direction sought with a large enough effect; inconclusive means small, poorly fitted or top-dose-only effect, or another doubt; inactive means no such curve, though single readings can be large; an effect the other way counts as inactive or inconclusive. Unless noted, on the % scale 0 is the no-effect control and ±100 the full control effect.

SMILES	HEK cytotox	SNCA expr inhib	GPT2 inh	FLuc inh	3T3 cytotox	IP6K1 inhibitor	SNCA viab count
O=C(c1ccc2cc[nH]c2c1)N1CCC(c2noc(C3CC3)n2)C1 (centres undefined)	?	5%	i	2%	-11%	-2	-1%
Cc1cccc(Cn2c(SCc3ccc(C(=O)NCCc4ccccc4)cc3)nc3ccncc32)c1	nt	11%	nt	nt	nt	-2	?
Cc1ccccc1OCC(=O)Nc1ccc2nc(SCCOc3ccccc3)sc2c1	nt	?	nt	nt	nt	18	4%
COc1ccc2nc(C)cc(Nc3ccc(Cl)c(Cl)c3)c2c1	nt	3%	nt	nt	nt	1	?
Cc1ccccc1OCCSc1nc(C)c(Cc2ccccc2)c(=O)[nH]1	nt	25%	nt	nt	nt	5	15%
COCCN(C)C(=O)c1ccc2c(c1)C1(CCN(C)C1)CN2CC1CC1 (centres undefined)	-17%[172 µM]	4%[87.6 µM]	0%[88.5 µM]	-1%[172 µM]	?	37	9%[87.6 µM]
Cn1cc(C(=O)N2CCC(OC3CCN(S(C)(=O)=O)CC3)CC2)cn1	2%	-15%	-3%	-8%	5%	-8	4%
O=C(NCCCc1ccccc1)C1CCCN(Cc2cccc(-c3cccs3)c2)C1 (centres undefined)	?	-19%	i	nt	?	-6	-13%
Oc1ccccc1-c1cnc2n[nH]c(-c3ccc4c(c3)OCO4)c2n1	?	-37%[87.6 µM]	-8%[88.5 µM]	?	?	-2	-30%[87.6 µM]
CC1(CNC(=O)c2ccsc2)CCOCC1	2%	2%	4%	2%	i	0	13%
O=C1NC(=NC2CCCCC2)C2(CCN(Cc3cccnc3)CC2)N1c1cccnc1	i	25%	i	nt	2%	13	4%
CCn1cc(CNC(=O)c2cc(-c3ccc(C)cc3)nc3ccc(Br)cc23)c(C)n1	nt	79%[activator]	nt	nt	nt	4	-3%
COCc1nc(-c2ccc(OC3CCN(C(=O)NCc4ccc(F)cc4)C3)cc2)no1 (centres undefined)	?	7%	i	-16%	?	7	-9%
Cc1ccsc1C(=O)N1CCC2(CCCCO2)CC1	?	3%	i	3%	-2%	2	-1%
CC(=O)NCC(=O)N1CC(F)(F)C[C@H]1c1nc(-c2ccccc2)no1	-3%	-4%	-9%	-5%	-6%	-8	9%

Random excerpt: two compounds from above.
SMILES	HEK cytotox	SNCA expr inhib	GPT2 inh	FLuc inh	3T3 cytotox	IP6K1 inhibitor	SNCA viab count
Cc1ccccc1OCC(=O)Nc1ccc2nc(SCCOc3ccccc3)sc2c1	nt	?	nt	nt	nt	18	4%
O=C1NC(=NC2CCCCC2)C2(CCN(Cc3cccnc3)CC2)N1c1cccnc1	i	25%	i	nt	2%	13	4%

Complete entries from above. Order of screens: HEK cytotox, SNCA expr inhib, GPT2 inh, FLuc inh, 3T3 cytotox, IP6K1 inhibitor, SNCA viab count
Results for COc1ccc2nc(C)cc(Nc3ccc(Cl)c(Cl)c3)c2c1 : nt, 3%, nt, nt, nt, 1, ?
Results for Cc1ccsc1C(=O)N1CCC2(CCCCO2)CC1 : ?, 3%, i, 3%, -2%, 2, -1%
Results for Cc1cccc(Cn2c(SCc3ccc(C(=O)NCCc4ccccc4)cc3)nc3ccncc32)c1 : nt, 11%, nt, nt, nt, -2, ?

The list goes on:
SMILES	HEK cytotox	SNCA expr inhib	GPT2 inh	FLuc inh	3T3 cytotox	IP6K1 inhibitor	SNCA viab count
CN1CCN(C(=O)c2ccc3c(c2)OCCO3)CC1=O	4%	-12%	-20%	-9%	-2%	6	0%
c1ccc(CC2=NOC3(CCCN(Cc4ccns4)C3)C2)cc1 (centres undefined)	?	-30%[87.6 µM]	i	0%[172 µM]	-15%[138 µM]	7	-13%[87.6 µM]
Cn1cnnc1CC1CCCN(C(=O)C2CCCC2)C1 (centres undefined)	-19%	12%	i	-2%	-18%	18	5%
COC(=O)[C@@H]1C[C@H](NC(=O)c2ccc(Oc3ccccc3)cc2)CN1C	-26%	69%[activator]	i	14µM*	-22%	2	-11%
Cc1cccc(C(=O)N2CCCCCCNC(=O)[C@@H]3CCCC[C@@H]32)c1	?	-11%	i	8%	-8%	-17	-13%
Cn1cc(CN2CCOC[C@H](Oc3ccc(S(C)(=O)=O)cc3)C2)c2ccccc21	50µM*	?	i	-1%[172 µM]	28µM*	-5	-15%[87.6 µM]
Cc1ccccc1-n1ncc(C(C)NC(=O)c2ccsc2)c1C (centres undefined)	?	-22%	0%	?	-34%	2	-4%
O=C(Cn1nc2c(cc1=O)CCCC2)Nc1ccc(F)cc1F	nt	61%[activator]	nt	nt	nt	28	-9%
Cc1cc(C(=O)N2CC(F)(F)C[C@H]2c2nnc(C)o2)on1	-3%	2%	?	-19%	-17%	0	1%
Cc1ccc(-n2c(SCC(=O)N3CCc4ccccc43)nc3c([nH]c4ccccc43)c2=O)cc1	nt	60%[activator]	nt	nt	nt	-4	-3%
C[C@](Cc1ccc(O)c(O)c1)(NN)C(=O)O	nt	-16%	4%	nt	nt	nt	-1%
O=C(NCc1ccco1)N1CC2CC(C1)[C@H]1CCCC(=O)N1C2 (some centres undefined)	-4%	-17%	-2%	-3%	i	23	4%
CN1C[C@H](C(=O)Nc2nccs2)C[C@H]1c1cccc(C(F)(F)F)c1	?	?	?	-17%[172 µM]	?	-12	-17%[87.6 µM]
Cc1ccc(C(=O)N2CCCC(n3cc(-c4noc(C)n4)nn3)C2)cc1 (centres undefined)	-3%	-20%	-7%	0%	-10%	7	2%
CC(=O)N1CCCC1C(=O)Nc1ccc(-c2nc3ccccc3o2)cc1 (centres undefined)	?	131%[activator]	i	16µM*	-8%	-5	-3%
O=C(c1cccs1)N1CCC2(CC1)CN(C1CCC1)CC2CO (centres undefined)	?	-1%	i	-4%	i	9	6%[12.5 µM]
CCOc1ccccc1NC(=O)c1c(NC(=O)C(C)Oc2cccc(Cl)c2)sc2c1CCCCC2 (centres undefined)	nt	-5%	nt	nt	nt	-7	0%
CCOCc1nc(C2CCCN(C(=O)c3ccnn3CC)C2)no1 (centres undefined)	-3%	16%	i	-5%	i	5	-7%[12.5 µM]
COc1ccc(C(=O)N[C@@H]2CN(Cc3ccncc3)C[C@H]2CN(C)C)cc1F	?	45%[activator]	4%	-14%	-31%	9	?
CC1CCN(c2ccc(-c3nc(C(C)C)no3)cc2[N+](=O)[O-])CC1	nt	11%	nt	nt	nt	7	-2%
Cc1ccc(NC(=O)N2CCC(n3c(C)nc4cccnc43)CC2)c(Cl)c1	nt	33%[activator]	nt	nt	nt	9	-15%
CCN(C(=O)Cn1ccn2nc(-c3ccccc3)c(CO)c2c1=O)c1ccccc1	-1%	?	?	-7%	1%	16	1%
CCOCCCNC(=O)CN1C(=O)COc2ccc(S(=O)(=O)N3CCCCCC3)cc21	nt	-6%	nt	nt	nt	-6	-11%
C=C1[C@H]2[C@H](O[C@@H]3O[C@H](COC(=O)/C=C/c4cc(OC)c(O)c(OC)c4)[C@@H](O)[C@H](O)[C@H]3O)OC=C(C(=O)O)[C@H]2C[C@@H]1O	nt	nt	i	nt	nt	13	-8%[23.9 µM]
O=C1N(c2ccccc2)c2ccccc2C12CCN([S+](=O)([O-])c1cccc(C(F)(F)F)c1)C2 (centres undefined)	-34%	-5%	i	nt	-27%	-7	1%
Cc1cccc(NC(=O)N2CCC3(CC2)CC(N(C2CC2)S(C)(=O)=O)CCO3)c1 (centres undefined)	-13%	7%	i	-19%	-20%	11	3%
Cc1nsc(NC(=O)N2CCC(CO)CC2)n1	-4%	-2%	-1%	-21%	-4%	8	-2%
CC(C)(N)C(=O)NCc1nc(-c2cccc(F)c2)c(-c2ccccn2)[nH]1	?	2%	-18%	9%	-7%	-7	-1%
Cc1ccc(-n2c(=O)c3sccc3n(Cc3cc(=O)n4ccccc4n3)c2=O)cc1	nt	-13%	nt	nt	nt	0	3%
COc1ccc(CCC(=O)N2CCc3c([nH]c4ccccc34)C2c2ccc(F)cc2)cc1 (centres undefined)	nt	-6%	nt	nt	nt	32	1%
O=[S+]([O-])(NC1CCN(Cc2ccc(-c3ccsc3)cc2)C1)c1ccccc1 (centres undefined)	?	18%	i	nt	?	-3	-3%
COC(=O)c1c(-c2cccs2)csc1NC(=O)c1cccc(Cl)c1	nt	115%[activator]	nt	nt	nt	-9	6%
CCCOC(=O)c1ccc(NC(=O)Cn2nnc3sc4c(c3c2=O)CCC(C(C)(C)C)C4)cc1 (centres undefined)	nt	-6%	nt	nt	nt	13	-12%
CCCOc1nccnc1NC1CCN(S(=O)(=O)CC)CC1	-6%	13%	-3%	4%	-12%	-2	1%
Cc1c(NC(=O)c2nc3ccccc3n(C)c2=O)cccc1[N+](=O)[O-]	nt	20%	nt	nt	nt	37	-6%
O=C1c2cnc(-c3cccc(C(F)(F)F)c3)nc2OCCN1CC1CC1	?	-9%[87.6 µM]	5%[88.5 µM]	3.2µM*	?	0	-15%[87.6 µM]
Cc1ccc(-c2cccc(C=O)c2)c(C)c1	-11%[230 µM]	18%[87.6 µM]	i	nt	-31%[174 µM]	-24	6%[87.6 µM]
CN(CCc1ccccn1)[C@@H]1[C@H](O)[C@H](CO)O[C@@H]1CNC(=O)c1ccc(C(F)(F)F)cc1	-1%	32%[activator]	-1%	-19%	-21%	4	12%
CCc1cccc2c(-c3ccc(F)cc3)nc(SCC(=O)Nc3ccccc3)nc12	nt	-3%	nt	nt	nt	-16	3%
O=C(C1CC1)N1CCC2(CC1)CCN(Cc1cccs1)c1ccccc1O2	35µM*	14%	i	-10%	?	11	-18%
CN(Cc1cccn1C)CC1CC1	-4%[230 µM]	17%[87.6 µM]	i	-4%[230 µM]	-16%[174 µM]	6	0%[87.6 µM]
O=C(NC1CCCC1)C1CCN(C(=O)c2ccc(-c3cncnc3)cc2)CC1	-4%	?	1%	nt	-29%	0	-1%
CC1CCC2(CC1)NC(=O)N(CC(=O)Nc1ccccc1F)C2=O (centres undefined)	?	2%	i	-6%	-23%	-17	-1%
O=C(Nc1ccccc1F)NC1CCCN(CCn2nc3n(c2=O)CCCC3)C1 (centres undefined)	1%	nt	nt	nt	1%	7	nt
COC(=O)c1ccc2c(c1)nc1n2[C@@H](CNCc2ccc3c(c2)OCO3)COC1	?	-15%[87.6 µM]	-17%[88.5 µM]	-12%[172 µM]	?	-2	-2%[87.6 µM]
COc1ccc(C(=O)N2CCCCCCNC(=O)CC2)c(OC)n1	-1%	16%	-2%	0%	-7%	-12	-2%
Cc1ccsc1C(=O)N1CCC(O)(c2ccccc2)[C@H](N(C)C)C1 (some centres undefined)	-19%	-16%	i	-12%	-4%	19	0%

This is a subset; count on the stated rates, not on these rows.
